# PTHR1 agonist: agonists of human PTHR1 parathyroid hormone receptor; Q03431; HEK293 GP2 PTHR1 cells, GloSensor cAMP luminescence, 1 h; Potency, µM (doses to about 115 µM), without a hit: top-dose activation, usual class: activators; actives 0.075% (n = 410,000); AID 743266; note: potency is the fitted concentration of half-maximal effect; nearly all actives have a fitted effect of over 55% in size; some results filed as inactive show a strong effect at the top dose; inactives centre near -15; many of its hits are not listed in these tables
#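 HEK-293-derived GP2 cells expressing PTHR1 and a GloSensor cAMP reporter, 3,000/well, plated overnight, given luciferin plus IBMX (each 0.5 mM as added) for 1 h at 37 °C, then compound for 1 h at 37 °C. Luminescence was read after 15 min at room temperature.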
# Mm-Cpn inhibitor: blocks the Methanococcus maripaludis chaperonin Mm-Cpn; AID 504842; actives 0.031% (n = 330,000); Potency, µM (highest dose often 76.9 µM), for the others: at the top dose activity, negative = inhibition, hits mostly inhibitors; purified Mm-Cpn ATPase, ADP Transcreener TR-FRET; note: potency is the fitted concentration of half-maximal effect; % is set by controls: 0 for no effect and ±100 for the full control effect; nearly all actives have a fitted effect of over 80% in size
#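 Eu-cryptate anti-ADP/ADP-d2 competition gives a ratio inversely related to ADP. Enzyme at 25 nM was pre-exposed to compound for 10 min, then given 10 uM ATP for 30 min, 37°C throughout.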
# pAkt inh: inhibitors of Akt phosphorylation; Neuro2A IGF-stimulated pAkt S473 HTRF, 20 min; stronger effect = lower value; activity change, % for hits at 50 µM; actives 0.32% (n = 360,000); AID 651550; in the data active = activity change below about -80%; inconclusive = mostly about -51% to -80%; note: % is set by controls: 0 for no effect and ±100 for the full control effect
#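 Neuro2A cells (4,500/well, DMEM with 0.5% FBS) were treated with compound at a single 50 µM final concentration, stimulated with 6 nM IGF for 20 min at 37 °C, and lysed. Phospho-Akt Ser473 was read by HTRF as 665/615 ratio ×10^4.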
# CCT chaperon mod: cytosolic chaperonin activity modulation; purified chaperonin ATPase assay, HTRF ADP detection, 30 min; activity change, % (no concentration beside the values), hits read low; actives 0.3% (n = 360,000); in the data active = activity change below about -30%; note: % is set by controls: 0 for no effect and ±100 for the full control effect
#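 Nucleotide hydrolysis assay: TRiC at 20–40 nM final (set by batch activity) with 10 uM ATP, 30 min at 37 °C, in presence of 76 uM compound. Detection by competitive ADP HTRF, 30 min ambient.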
# D3 antag: antagonists of human D3 dopamine receptor | max response, negative = inhibition, % | D3R cells, DiscoveRx beta-arrestin luminescence, antagonist mode; stronger effect = lower value | AID 652054 | actives 2.5% (n = 360,000) | P35462; in the data active = max response below about -50%; inconclusive = no clear call, values can overlap the other calls; note: % is set by controls: 0 for no effect and ±100 for the full control effect; mostly tested at two doses, the higher about 12 µM
#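 Cells plated overnight at 1500 cells/well, then exposed to library compounds with dopamine controls for 90 minutes at 37 degrees C. DiscoveRx reagent added for 30–60 minutes at room temperature; luminescence read, quantitative HTS format.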
# D3 ag: agonists of human D3 dopamine receptor. P35462. max activation, %. actives 0.58% (n = 410,000). D3R DiscoveRx beta-arrestin cells, luminescence, 90 min; in the data active = max activation above about 30%; note: 0% is about no effect; mostly tested at two doses, the higher about 12 µM
#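 Agonist-mode cell screen: cells plated at 1500/well and incubated overnight at 37 °C, then exposed to library compounds for 90 min at 37 °C. Detection reagent was added for 30–60 min at room temperature, and luminescence was read.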
# EPAC2 ag: activates human EPAC2 exchange factor. Q8WZA2. EPAC2 activation, biochemical qHTS; response scale: 100% = 6.5 mM cAMP response. Potency, µM (titrated, usually from 154 µM), for the others: top-dose activation, most hits filed as activators. actives 0.079% (n = 360,000). AID 720711; note: potency is the fitted concentration of half-maximal effect; nearly all actives have a fitted effect of over 50% in size
# Target sequence (Q8WZA2 whole entry, looked up): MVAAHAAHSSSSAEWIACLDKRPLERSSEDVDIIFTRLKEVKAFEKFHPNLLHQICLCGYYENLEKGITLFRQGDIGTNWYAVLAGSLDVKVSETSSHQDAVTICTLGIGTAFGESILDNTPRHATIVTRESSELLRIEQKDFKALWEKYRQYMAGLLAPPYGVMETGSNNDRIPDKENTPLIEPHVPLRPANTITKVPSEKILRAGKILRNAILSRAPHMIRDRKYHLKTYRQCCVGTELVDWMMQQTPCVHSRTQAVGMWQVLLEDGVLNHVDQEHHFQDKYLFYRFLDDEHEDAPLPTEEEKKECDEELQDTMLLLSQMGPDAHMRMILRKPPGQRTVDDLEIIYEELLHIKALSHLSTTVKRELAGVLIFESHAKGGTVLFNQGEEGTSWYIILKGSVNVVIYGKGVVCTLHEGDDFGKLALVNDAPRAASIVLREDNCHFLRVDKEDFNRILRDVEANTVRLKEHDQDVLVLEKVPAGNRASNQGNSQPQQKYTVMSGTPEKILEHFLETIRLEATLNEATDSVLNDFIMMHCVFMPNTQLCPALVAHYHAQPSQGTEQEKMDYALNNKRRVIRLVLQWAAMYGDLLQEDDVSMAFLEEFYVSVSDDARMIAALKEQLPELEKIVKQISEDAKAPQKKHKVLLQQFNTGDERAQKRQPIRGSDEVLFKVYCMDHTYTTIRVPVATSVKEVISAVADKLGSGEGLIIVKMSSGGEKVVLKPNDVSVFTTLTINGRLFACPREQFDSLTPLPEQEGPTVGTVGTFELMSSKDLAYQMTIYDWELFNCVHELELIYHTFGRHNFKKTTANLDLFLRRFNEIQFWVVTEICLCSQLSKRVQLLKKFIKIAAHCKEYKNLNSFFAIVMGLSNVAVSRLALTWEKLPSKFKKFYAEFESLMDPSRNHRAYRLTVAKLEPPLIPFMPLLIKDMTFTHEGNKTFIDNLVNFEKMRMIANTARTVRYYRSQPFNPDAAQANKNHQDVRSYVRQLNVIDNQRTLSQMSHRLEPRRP
#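 Readout is BODIPY fluorescence (480 nm excitation, 540 nm emission), which falls as labeled GDP is exchanged off Rap1B. EPAC2 at 100 nM acted on 250 nM RAP1B-BODIPY-GDP with 50 uM GDP present.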
# EPAC2 antag: blocks human EPAC2 exchange factor; Q8WZA2; actives 0.18% (n = 360,000); Potency, µM (series often up to 114 µM), without a hit: at the top dose activity, negative = inhibition, actives largely listed as inhibitors; EPAC2 GEF exchange of Rap1B-BODIPY-GDP, fluorescence; note: potency is the fitted concentration of half-maximal effect; % is set by controls: 0 for no effect and ±100 for the full control effect; nearly all actives have a fitted effect of over 45% in size; many of its hits are not listed in these tables
# Starred values were filed as active, the others as inactive; i = inactive; ? = inconclusive; . = no result given; [ ] = remark or other dose. Unless noted, calls come from the whole dose curve; as a rule, active = well fitted curve in the direction sought with a large enough effect; inconclusive = small, poorly fitted or top-dose-only effect, or another doubt; inactive = no such curve, though single readings can be large; an effect the other way counts as inactive or inconclusive. These rows are one share of the data; rates above refer to the full screens.
SMILES,PTHR1 agonist,Mm-Cpn inhibitor,pAkt inh,CCT chaperon mod,D3 antag,D3 ag,EPAC2 ag,EPAC2 antag
CC(=O)c1ccc(NC(=O)CN2C(=O)NC3(CCc4ccccc43)C2=O)cc1 (stereo not drawn),i,0.4%,i,0.1,-9.4,2.3,7.5%,0.6%
CCN1CCN(C(=O)c2c(-c3ccccc3)noc2C)CC1,-0.1%,0.3%,i,-0.9,-5.3,5.4,3.4%,2.3%
CN(CC(=O)Nc1cccc(F)c1)C(=O)CN1C(=O)C2CCCCC2C1=O (stereo not drawn),-7.7%,-1.7%,i,-1.8,-6.1,0.7,5.0%,-4.4%
CC1CCCCN1S(=O)(=O)c1ccc2[nH]c(=O)cc(C(=O)NCCCN3CCCCCC3)c2c1 (stereo not drawn),i,2.1%,i,0.0,-10.6,0.9,6.7%,1.2%
O=C(O)CCCNC(=O)/C(=C\c1ccc(Cl)cc1)NC(=O)c1ccc(Br)cc1,i,1.2%,i,2.0,18.9,1.7,2.2%,-2.2%
CC(=O)Oc1cccc(C2C3=C(CC(C)(C)CC3=O)Nc3ccccc3N2C(C)=O)c1 (stereo not drawn),-54.1%[inhibitor],1.5%,i,-1.5,1.0,0.2,5.0%,-2.1%
COc1cccc(/C=N/n2c(COc3ccccc3)n[nH]c2=S)c1OC,-11.5%,-1.6%,i,0.4,-6.0,-0.5,6.1%,-7.5%
O=C(O)C1C(c2ccccc2)C(C(=O)OCCCO)C1c1ccccc1 (stereo not drawn),-14.7%[57.5 µM],0.9%,i,-0.4,-17.1,6.4,8.6%,3.1%
Cc1ccccc1-c1nc(S(=O)(=O)c2ccccc2)c(N2CCCC2)o1,-1.6%,-1.2%,i,-1.3,16.8,-3.2,1.4%,-5.5%
Cc1ccc(NC(=S)Nc2ccc(S(=O)(=O)N3CCOCC3)cc2)cc1S(=O)(=O)N1CCOCC1,-9.0%,-4.5%,i,-0.1,-19.4,-13.0,8.6%,22.0%
COc1cc(C(=O)NC(=S)N(C)Cc2ccccc2)cc(OC)c1OC,?,-1.6%,i,1.5,-12.8,-3.4,-7.5%,-13.0%
COc1ccc(-c2ccccc2C2=CC(=O)CC(C)(C)C2=O)cc1,-25.3%,.,i,0.3,0.9,3.3,13.4%,?
O=C1CCN(CCc2ccccc2)CCN1[C@H](CSc1ccccc1)c1ccccc1,-67.1%[inhibitor],-1.0%,i,0.1,?,-38.2,3.6%,-4.6%
CCN1/C(=C/c2ccc3ccccc3[n+]2CC)C=Cc2ccccc21,-24.0%[57.5 µM],-1.3%,.,-6.3,-52.5*,-9.6,0.0%[15.6 µM],-48.3%
COC(=O)c1ccc(Oc2c(F)c(F)nc(N3CCOCC3)c2F)cc1,-30.7%[inhibitor],-2.3%,i,-1.0,3.1,-2.5,2.4%,-7.6%
O=C(CNC(=S)NC(=O)c1cccc([N+](=O)[O-])c1)c1ccccc1,i,-1.8%,i,-4.0,-20.6,-6.8,-0.5%,1.6%
Cc1csc(NC(=O)c2ccc(S(=O)(=O)N(C)c3ccccc3)cc2)n1,-38.8%,-6.4%,i,-1.0,13.8,-3.9,14.4%,-12.7%
O=C(NCC(=O)N1CCN(S(=O)(=O)c2ccccc2C(F)(F)F)CC1)c1sc2ccccc2c1Cl,-1.9%,-0.2%,i,1.0,13.3,5.6,-1.7%,4.2%
CCOC(=O)c1cc2cc(OC)ccc2nc1C,-6.6%[57.5 µM],-0.3%,i,0.6,1.9,-3.4,5.7%,-1.8%
CNS(=O)(=O)c1cc2c3c(cccc3c1)C(=O)NC2=O,-18.4%,-2.2%,i,-2.3,-1.6,-3.1,1.0%,12.9%
CO/C([O-])=N/c1c[n+](-c2ccc(Cl)cc2)no1,i,0.6%,i,-1.5,13.0,0.0,0.0%,4.3%
Cc1cc(C)c(S(=O)(=O)N2CCN(C(=O)c3ccccc3OCc3c(C)noc3C)CC2)c(C)c1,-13.1%,.,i,-2.7,1.1,1.5,3.8%,-6.1%
CCc1ccccc1Nc1nc(-c2cccnc2)cs1,-39.6%[inhibitor],0.4%,i,0.5,-29.9,0.4,9.8%,?
Cc1nc(-c2ccccc2)sc1C1(C)CC(c2ccc([N+](=O)[O-])cc2)=NO1 (stereo not drawn),-44.0%[inhibitor],0.5%,i,-1.1,-20.7,-11.6,4.3%,28.4%
c1ccc(OCc2nn3c(Cn4nnc5ccccc54)nnc3s2)cc1,i,-5.0%,i,2.0,-4.3,-6.1,8.4%,0.0%
Cc1nn(-c2ccccc2)c(N2CCCC2)c1/C=C1\N=C(c2ccc(OC(C)C)cc2)OC1=O,-6.6%,-1.0%,i,-1.7,5.9,-2.1,25.5%,37.0%[activator]
Cc1ccc(CN2CCS(=O)(=O)CC2)cc1,i,2.3%,i,-2.9,-14.9,-0.3,-16.2%,-5.3%
FC(F)(F)c1cc(C(F)(F)F)c2ccc(N3CCN(c4ccc(Cl)cc4)CC3)nc2n1,-0.9%,0.5%,.,-2.0,6.5,0.1,4.4%,1.3%
CN1CCN(C(=O)C23CCC(C)(c4nc5ccccc5nc42)C3(C)C)CC1 (stereo not drawn),-2.7%,0.7%,.,-4.1,-50.7*,-7.9,1.6%,0.5%
CC(C)CN1CCN(Cc2cccc3cccnc23)CC1CCO (stereo not drawn),1.3%,2.8%,i,-1.3,-7.6,-13.2,6.2%,7.1%
O=S(=O)(NC1CC1)c1ccc(S(=O)(=O)N2CCCC3(CCCCC3)C2)cc1,i,1.6%,.,2.4,4.7,7.3,-0.3%,2.5%
O=C(COC(=O)c1ccccn1)Nc1cc(Cl)ccc1Cl,9.3%[57.5 µM],.,i,-5.5,10.5,-8.1,5.4%,-0.1%
CN(C(=O)CN1C(=O)/C(=C/c2ccccc2Cl)SC1=S)C1CCS(=O)(=O)C1 (stereo not drawn),-66.1%[inhibitor],-3.5%,i,0.0,-2.2,-0.6,2.7%,2.2%
Nc1ncnc2c1ncn2[C@@H]1O[C@H](CNCc2ccccc2OCc2ccc(Cl)cc2Cl)[C@@H](O)[C@H]1O,i,-6.6%,i,1.8,21.6,21.9,-5.9%,-1.1%
COc1ccc2c(-c3ccc(OCCN4CCOCC4)cc3)c(-c3ccccc3OC)sc2c1,-11.0%,31.6µM*,i,-1.0,-7.4,-43.1,17.1%,5.6%
Cc1ccc(-n2nnnc2CS(=O)(=O)c2ccccc2)c(C)c1,-0.3%,-0.9%,i,-3.1,-17.5,3.7,6.5%,7.5%

# Single records, as listed above. Order of values: PTHR1 agonist	Mm-Cpn inhibitor	pAkt inh	CCT chaperon mod	D3 antag	D3 ag	EPAC2 ag	EPAC2 antag
# c1ccc(OCc2nn3c(Cn4nnc5ccccc54)nnc3s2)cc1 in the list: i	-5.0%	i	2.0	-4.3	-6.1	8.4%	0.0%
# Nc1ncnc2c1ncn2[C@@H]1O[C@H](CNCc2ccccc2OCc2ccc(Cl)cc2Cl)[C@@H](O)[C@H]1O in the list: i	-6.6%	i	1.8	21.6	21.9	-5.9%	-1.1%
# O=C(COC(=O)c1ccccn1)Nc1cc(Cl)ccc1Cl in the list: 9.3%[57.5 µM]	.	i	-5.5	10.5	-8.1	5.4%	-0.1%

# More entries.
SMILES,PTHR1 agonist,Mm-Cpn inhibitor,pAkt inh,CCT chaperon mod,D3 antag,D3 ag,EPAC2 ag,EPAC2 antag
Cn1c(SCC(=O)NCc2cccs2)nnc1-c1ccc(S(=O)(=O)N2CCCC2)cc1,-7.6%[57.5 µM],-1.1%,i,-1.1,-22.6,5.5,2.9%,11.2%
Cc1cccc(NC(=O)CSc2ncnc3nc[nH]c23)c1C,i,0.2%,i,-2.2,-17.0,-2.3,11.0%,-2.1%
CCOC(=O)C1(Cc2cccc(F)c2)CCN(CCCn2cccn2)CC1,i,-0.5%,i,-1.0,-27.2,-12.5,9.5%,-14.9%
Cc1nn(-c2ccccc2)c(C)c1NC(=O)COC(=O)Cc1cccc(C(F)(F)F)c1,i,1.4%,i,-0.1,7.6,3.0,-3.2%,-5.8%
Cc1ccc(-c2nnc(SCC(=O)Nc3nc4c(s3)CCCC4)n2C)cc1,-24.4%[57.5 µM],0.1%,i,-2.3,-4.5,1.5,4.1%,3.8%
Cc1cc(C)cc(OCC(=O)NN2C(=O)c3ccccc3C2=O)c1,-21.6%,2.3%,i,-5.6,-18.2,-1.2,13.2%,-0.4%
Cc1cccc(N=Nc2cnc(N)s2)c1,-4.6%,?,i,-1.7,-23.7,-15.1,8.0%,0.2%
COc1cc(/C=C2\SC(=S)N(C(Cc3ccccc3)C(=O)O)C2=O)ccc1O (stereo not drawn),-10.0%,-5.6%,i,-0.2,-26.7,-4.8,12.2%,-30.0%
O=P(OC1CCCCC1)(OC1CCCCC1)C(O)c1cccnc1 (stereo not drawn),i,0.6%,i,-0.8,-19.7,-6.6,7.1%,12.0%
O=C(NCc1ccc(C(F)(F)F)cc1)c1ccc(-c2cccnc2)c2ccoc12,-32.0%[inhibitor],.,i,-0.6,-2.4,-8.3,-4.6%,?
CC1CC(C)CN(CC(=O)NNC(=O)COc2ccc(Cl)cc2)C1 (stereo not drawn),i,2.7%,i,-2.1,5.1,1.0,-2.1%,0.3%
O=c1[nH]cnc2c1C1(CCCC1)Cc1ccccc1-2,-24.8%,0.1%,i,4.0,-7.5,-8.9,8.9%,-1.4%
CCc1cc(=O)oc2cc(OCC(=O)NC3CC(C)(C)NC(C)(C)C3)ccc12,i,2.3%,i,1.1,8.5,12.7,-5.4%,-2.2%
Cc1ccccc1/C=N/N1C(=O)CSC1=S,i,1.8%,i,-1.6,0.1,-3.6,8.3%,-8.3%
N#CC(C#N)=C1C=CC=CN1/C(=C\c1ccco1)C(=O)c1ccccc1,-30.6%[inhibitor],0.9%,i,2.6,-106.4*,-12.3,15.0%,11.6%
Cc1nn(-c2ccc(N3CCOCC3)nn2)c(C)c1CCC(=O)N1CCN(C)CC1,i,0.5%,i,0.0,11.6,8.1,1.4%,7.9%
CCCCC(=O)N1CCCC(C)C1 (stereo not drawn),-11.6%,1.8%,i,0.1,11.2,6.1,6.5%,3.8%
O=C(O)c1cc(S(=O)(=O)NCCOc2ccccc2)ccc1Cl,i,?,i,1.4,-21.6,2.2,-4.2%,6.8%
COc1ccc(-n2nc(C(=O)NCC(=O)Nc3cccc(Cl)c3)c3ccccc3c2=O)cc1,-14.6%,0.3%,i,-1.7,10.6,0.8,6.1%,-23.1%
